FAK inh: blocks human focal adhesion kinase activity; inhibition, %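 (tested at 7 µM)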; 97,000 tested, 0.84% active; biochemical FAK kinase activity assay; in the data active = inhibition above about 19%;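 also: 0% = DMSO and 100% = reference compound high control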
LYP inh 2: inhibitors of human LYP (PTPN22) phosphatase. Q9Y2R2. recombinant LYP catalytic domain, DiFMUP fluorescence. inhibition, % at 2 µM. 96,000 tested, 0.21% active. AID 640;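 active = inhibition at 2 µM at or above a set limit, the screen mean plus 3 SD, cut at about 24% in these data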;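 also: 0% = DMSO with enzyme and 100% = enzyme fully blocked by orthovanadate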
ERa coact inh: blocks coactivator binding to human estrogen receptor alpha; AID 629; P03372; 86,000 tested, 1.7% active; TR-FRET ER-alpha LBD / SRC-1 peptide, estradiol-bound; inhibition, % at 25.6 µM; in the data active = inhibition above about 50%;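 also: 0% = receptor plus peptide control and 100% = peptide only without receptor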
Target sequence (P03372 whole entry, looked up, the tested form may be a part): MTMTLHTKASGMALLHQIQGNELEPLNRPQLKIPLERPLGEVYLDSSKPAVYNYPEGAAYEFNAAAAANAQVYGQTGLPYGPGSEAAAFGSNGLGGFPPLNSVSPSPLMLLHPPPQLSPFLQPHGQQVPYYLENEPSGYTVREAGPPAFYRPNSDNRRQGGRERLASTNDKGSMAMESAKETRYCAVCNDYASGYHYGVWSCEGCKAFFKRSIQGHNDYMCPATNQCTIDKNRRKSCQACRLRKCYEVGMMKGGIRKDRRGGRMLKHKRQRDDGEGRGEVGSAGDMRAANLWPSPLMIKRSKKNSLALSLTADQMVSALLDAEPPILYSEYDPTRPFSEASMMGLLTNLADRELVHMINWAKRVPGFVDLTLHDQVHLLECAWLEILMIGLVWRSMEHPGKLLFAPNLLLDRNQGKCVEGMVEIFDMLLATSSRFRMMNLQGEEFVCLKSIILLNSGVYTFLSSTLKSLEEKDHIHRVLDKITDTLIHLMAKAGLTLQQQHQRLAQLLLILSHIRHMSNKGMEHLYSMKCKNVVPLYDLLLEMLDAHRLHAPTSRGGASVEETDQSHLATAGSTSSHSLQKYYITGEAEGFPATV
VCAM1 TNFa inh: reduces TNF alpha induced VCAM1 expression in HUVEC; HUVEC TNFa-induced VCAM-1 immunofluorescence, high-content imaging; inhibition, % at 2 µM; 95,000 tested, 0.48% active;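 active = inhibition above the batch mean plus 3 SD, with images confirmed as a hit by eye, cut at about 37% in these data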;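 also: 0% = TNF-stimulated DMSO wells and 100% = unstimulated control wells; not every result past the cut was called active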
PTPN22 act: activators of human LYP (PTPN22) phosphatase; recombinant LYP, DiFMUP fluorescence; 0 = plate median, 100 = signal doubled; 96,000 tested, 0.11% active; Q9Y2R2; activation, % at 2 µM;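 active = activation at 2 µM above a set limit, the mean plus 5 SD, cut at about 37% in these data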
PTK2B oligo ant: antagonists of human Pyk2 oligomerization | Q293 cells, Pyk2 FERM NanoBiT luminescence; stronger effect = lower value | z-score (the deposit names both 25 µM and 10 µM) | 99,000 tested, 0.83% active | AID 1347419;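 active = Z-score of -3 or lower, scaled per plate to the spread of control and sample wells; inactive = z-score above -3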;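 also: negative z-score means lost luminescence so less FERM oligomerization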
HUVEC tox IL1B: toxic to HUVEC cells under IL-1B stimulation; HUVEC cell count loss, Hoechst imaging, IL-1B stimulated; 94,000 tested, 0.41% active; cell count reduction, % at 2 µM; AID 845;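 active = cell count reduction more than 3 SD above the screen-wide mean, cut at about 70% in these data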;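 also: normalized per plate to untreated control cells as the no-loss baseline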
TNFa cytotox: toxic to HUVEC cells under TNF alpha stimulation; HUVEC TNFalpha-stimulated, Hoechst cell count, imaging; cell count reduction, % at 2 µM; 93,000 tested, 0.17% active;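 active = cell count reduction exceeding the screen mean by over 5 SD, scaled to untreated wells per plate, cut at about 78% in these data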;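 also: cells counted after 24 h of TNF alpha exposure following the 1 h pretreatment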
F-actin modifier: modifiers of cytoskeleton assembly; HUVEC TNFa F-actin phalloidin imaging, high content; 91,000 tested, 0.18% active; inhibition, % at 2 µM; AID 836;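 active = inhibition above the batch mean plus 3 SD and confirmed as a hit by visual image inspection, cut at about 30% in these data, passing the limit was not always enough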; also: strong numbers were not always called active
Numbers without * were called inactive; . = not tested or not shown; & = joins results of further samples; [ ] = dose if it differs, or a comment.

entry	Molecule	FAK inh	LYP inh 2	ERa coact inh	VCAM1 TNFa inh	PTPN22 act	PTK2B oligo ant	HUVEC tox IL1B	TNFa cytotox	F-actin modifier
1	COc1ccc(/C=N/NC(=O)CCCOc2ccc(Cl)cc2Cl)cc1[N+](=O)[O-]	23*	-10	.	7	14	-0.05	-28	5	-26
2	CCOC(=O)N1CCN(c2c(NCCN3CCN(Cc4ccccc4)CC3)c(=O)c2=O)CC1	-4	-9	-11	14	5	.	-1	-21	2
3	CCn1c(=S)sc2c(=O)n(-c3ccccc3)c(SC)nc21	0	3	-9	-28	-5	-2	-11	-21	17
4	CCN1CCN(C(=O)CSc2cc(=O)n(CC)c3ccccc23)CC1	0	0	-8	-7	0	-0.73	4	-15	8
5	CCCCCOc1ccc(NC(=O)CCCC(=O)O)cc1	-4	-6	2[fluorescence artefact?]	-3	8	-0.56	-4	-17	-8
6	O=C(CCCCCNc1nc(=S)[nH]c2ccccc12)N1CCN(c2ccccn2)CC1	-9	-2	-13	.	-1	-2.8	11	.	.
7	CN(c1ccccc1)S(=O)(=O)c1ccc(NC(=O)C2CCCCC2C(=O)O)cc1 (configuration not stated)	-2	2	.	9	3	1.1	-32	-6	-36
8	Cc1ccc(C(=O)N/C(=C\c2ccc(-c3cc(Cl)ccc3Cl)o2)C(=O)NCc2cccnc2)cc1	-1	10	.	.	-7	-0.84	-27	.	.
9	O=C1C2CCCN2c2ccc(S(=O)(=O)N3CCOCC3)cc2N1Cc1ccccc1F (configuration not stated)	-7	5	.	-8	-1	-0.07	-29	-10	22
10	COc1ccc(NC(=O)CSc2nnc(CCC(=O)Nc3ccc(C)c(Cl)c3)n2C)cc1	1	4	.	14	1	2.4	-6	-13	-2
11	C=CCn1c(SCC(=O)NCc2ccccc2)nnc1-c1ccccc1O	-1	2	-10	-5	-3	0.08	26	1	22
12	COCCn1c(SCC(=O)c2[nH]c(C)c(C(C)=O)c2C)nc2ccccc21	0	-2	2	-1	2	0.13	-8	-11	-8
13	CC(C)(C)NC(=O)C(Cc1ccccc1)NS(=O)(=O)c1ccc2c(c1)CCC(=O)N2 (configuration not stated)	10	3	4	2	-5	0.52	-7	-13	-24
14	O=C(Nc1ccccn1)C(=O)N1CCCCC1	-2	3	-1	2	-5	0.39	-16	-14	1
15	CCOC(=O)Cn1c(SC)nc2sc3c(c2c1=O)CC(C)(C)OC3	8	-1	0[fluorescence artefact?]	-18	1	0.09	10	-14	82*
16	CCN(CC)c1ccc(N2C(=O)/C(=C/c3cccnc3)SC2=S)cc1	2	-2	.	-9	5	1.9	13	-13	-8
17	Cc1c(CCO)c(=O)[nH]n1C(=O)c1ccc(F)cc1	-2	-4	.	11	7	1.2	-13	-26	-3
18	COc1ccc(-c2nn(-c3ccccc3)cc2/C=N/n2cnnc2)cc1OC	-1	-4	-26	-8	-2	0.16	-21	5	-5
19	CCNC(=S)Nc1ccc(N(c2ccccc2)C(C)C)cc1	8	0	.	20	0	-0.67	-6	-9	-26
20	CC(C)(C)OC(=O)NCCc1nnc(SCc2c(Cl)cccc2Cl)o1	2	0	-9	18	-2	-1.8	-18	-12	4

7 entries from above in a different format.
Results follow in this order: FAK inh | LYP inh 2 | ERa coact inh | VCAM1 TNFa inh | PTPN22 act | PTK2B oligo ant | HUVEC tox IL1B | TNFa cytotox | F-actin modifier
6: O=C(CCCCCNc1nc(=S)[nH]c2ccccc12)N1CCN(c2ccccn2)CC1
    -9 | -2 | -13 | . | -1 | -2.8 | 11 | . | .
7: CN(c1ccccc1)S(=O)(=O)c1ccc(NC(=O)C2CCCCC2C(=O)O)cc1 (configuration not stated)
    -2 | 2 | . | 9 | 3 | 1.1 | -32 | -6 | -36
8: Cc1ccc(C(=O)N/C(=C\c2ccc(-c3cc(Cl)ccc3Cl)o2)C(=O)NCc2cccnc2)cc1
    -1 | 10 | . | . | -7 | -0.84 | -27 | . | .
9: O=C1C2CCCN2c2ccc(S(=O)(=O)N3CCOCC3)cc2N1Cc1ccccc1F (configuration not stated)
    -7 | 5 | . | -8 | -1 | -0.07 | -29 | -10 | 22
10: COc1ccc(NC(=O)CSc2nnc(CCC(=O)Nc3ccc(C)c(Cl)c3)n2C)cc1
    1 | 4 | . | 14 | 1 | 2.4 | -6 | -13 | -2
11: C=CCn1c(SCC(=O)NCc2ccccc2)nnc1-c1ccccc1O
    -1 | 2 | -10 | -5 | -3 | 0.08 | 26 | 1 | 22
12: COCCn1c(SCC(=O)c2[nH]c(C)c(C(C)=O)c2C)nc2ccccc21
    0 | -2 | 2 | -1 | 2 | 0.13 | -8 | -11 | -8

Whole records as entered above. Values in the order: FAK inh	LYP inh 2	ERa coact inh	VCAM1 TNFa inh	PTPN22 act	PTK2B oligo ant	HUVEC tox IL1B	TNFa cytotox	F-actin modifier
CCCCCOc1ccc(NC(=O)CCCC(=O)O)cc1 as listed: -4	-6	2[fluorescence artefact?]	-3	8	-0.56	-4	-17	-8
COc1ccc(NC(=O)CSc2nnc(CCC(=O)Nc3ccc(C)c(Cl)c3)n2C)cc1 as listed: 1	4	.	14	1	2.4	-6	-13	-2

Further structures
entry	Molecule	FAK inh	LYP inh 2	ERa coact inh	VCAM1 TNFa inh	PTPN22 act	PTK2B oligo ant	HUVEC tox IL1B	TNFa cytotox	F-actin modifier
21	CC(=O)Nc1cccc(NC(=O)CCn2cnc3cc(C)c(C)cc32)c1	-2	25*	0	11	-25	0.98	-17	-46	-2
22	O=C1c2[nH]nc(-c3ccccc3O)c2C(c2cccc(Cl)c2)N1CC1CCCO1 (configuration not stated)	4	-11	9	-18	8	-2.7	5	-1	-9
23	CCN(CC)CCCOc1nc(C)nc2c1oc1ccccc12	19*	-2	-7	-10	0	0.01	3	19	-6
24	O=C1c2ccccc2S(=O)(=O)N1CC(O)Cn1c2ccccc2c2ccccc21 (configuration not stated)	1	0	6	1	3	0.14	-5	-8	4
25	COC(=O)C1=C(C)N=C2SCCC(=O)N2C1c1ccc(OC(=O)c2ccco2)cc1 (configuration not stated)	0	-6	-5	1	6	0.31	-22	.	11
26	CCC(C)c1ccc(S(=O)(=O)N2CCN(C(=O)COc3ccc4c(C)cc(=O)oc4c3)CC2)cc1 (configuration not stated)	1	6	4	-28	-6	-0.56	10	-3	-8
27	CCOC(=O)C1CCCN(C(=O)c2cc(Cl)ccc2Cl)C1 (configuration not stated)	3	-4	0	8	2	0.38	0	-20	20
28	CC(C)(C)NS(=O)(=O)c1ccc(NS(C)(=O)=O)cc1	0	2	9	7	-4	1.1	10	-7	3
29	CCOc1ccc(C(O)Cn2c(=N)n(CCN3CCCCC3)c3ccccc32)cc1 (configuration not stated)	1	3	-1	22	-1	0.61	10	-26	12
30	CCOc1ccc(NC(=O)CN2C(=O)C3CCCN3C2=O)cc1 (configuration not stated)	7	-1	-13[fluorescence artefact?]	18	-2	.	22	-14	-6
31	O=C(N/N=C/c1ccc(OC2CSC2)cc1)c1ccccc1	6	10	.	17	-5	-0.6	.	-2	-6
32	CCOC(=O)CCc1c(C)c2ccc(OC(C)C(=O)OCC)c(C)c2oc1=O (configuration not stated)	-1	4	16	2	-8	0.68	-51	-21	-22
33	O=C(Nc1cccnc1)c1scc2c1OCCO2	2	9	1	-28	-9	0	-3	-12	-8
34	Cc1ccc(-n2c3c(cc(C(=O)NC4CCSC4=O)c2=O)C(=O)CC(C)(C)C3)cc1 (configuration not stated)	0	4	-3	8	-7	-0.22	-50	-48	16
35	CC1CCc2c(sc(NC(=O)C(=O)NCc3ccco3)c2C#N)C1 (configuration not stated)	-9	8	-4	-2	-5	-0.56	-64	-16	5
36	CCOc1ccc(NC(=O)N(CCCN2CCOCC2)Cc2cccnc2)cc1	0	-8	-5	5	5	.	11	-22	1
37	Cc1ccc2cc(CN(Cc3nnnn3C3CCCCC3)CC3CCCO3)c(=O)[nH]c2c1 (configuration not stated)	-4	-1	3	0	-1	-0.6	-23	3	-31
38	CCOC(=O)CSc1nc2ccccc2c(=O)n1CC1CCC(C(=O)NCc2ccco2)CC1 (configuration not stated)	-7	10	29	3	-6	-0.93	-18	1	-5
39	Cn1cc(/C=C2/SC(=O)N(CC(=O)Nc3ccc4c(c3)OCO4)C2=O)c2ccccc21	-3	9	.	8	-5	-0.24	-7	-2	6
40	CCn1c(SCC(=O)NCc2cccs2)nnc1-c1cccs1	6	5	-2[fluorescence artefact?]	33	-10	-0.81	15	0	-2
41	CCOC(=O)c1c(-c2cccc(C)c2)csc1NC(=O)C1CC=CCC1C(=O)O (configuration not stated)	-2	2	.	-10	-5	0.25	-1	-11	-4
42	OCCn1c(-c2ccc3c(c2)OCO3)csc1=Nc1ccccc1	2	6	-1	21	-2	-0.72	1	38	11
43	O=C1CN(C(=O)CN2CCOCC2)C(c2ccccc2)c2cc(Br)ccc2N1 (configuration not stated)	-3	-4	7	-2	2	.	30	4	7
44	Cc1ccccc1NC(=O)C1c2cccc[n+]2CC(=O)N1c1c(C)cccc1C (configuration not stated)	2	4	-6	9	-3	0.38	0	-7	-3
45	O=C(O)CC(=O)NC12CC3CC(CC(C3)C1)C2	-1&-1	-9&2	4&1	-18&8	11&-2	-0.6&0.75	1&-3	-11&-18	-3&-8
46	COc1ccc(NC(=O)CSc2nnc(-c3ccccn3)n2N)cc1Cl	2	-1	-11	10	-1	0.72	-8	-39	-38
47	CCCC1Cc2nc(N3CCCCC3)c(C#N)cc2CO1 (configuration not stated)	1	2	11	18	-3	0.06	-24	9	-62
48	Cc1noc(NS(=O)(=O)c2ccc(NC(=O)CCCOc3ccc(Cl)cc3Cl)cc2)c1C	-5	-2	-7	-27	2	0.59	-22	-33	5
49	O=S(Cc1ccccc1)CC(O)(c1ccc(Cl)cc1)c1ccc(Cl)cc1 (configuration not stated)	6	10	.	4	-7	-0.76	-3	3	-29
50	CCOC(=O)CNC(=O)C(=O)c1c(O)[nH]c2ccccc12	4	14	8	-4	-8	-0.06	-6	-4	1
51	CN(C)CCOC(=O)C1(c2ccccc2)CCCC1	1	0	-4	4	4	-1.8	17	-6	2
52	Cc1cc2c(c(=O)n1C)C(Cc1ccccc1)C(C#N)=C(N)O2 (configuration not stated)	2	4	2	-2	2	0.03	2	-10	-13

Bioassay records as filed in PubChem BioAssay.
